KDM4E inh: qHTS Assay for Inhibitors of Human Jumonji Domain Containing 2E (JMJD2E) | Lysine-specific demethylase 4E (Homo sapiens), B2RXH2 | JMJD2E catalytic domain, FDH-coupled NADH fluorescence (FDH is formaldehyde dehydrogenase) | Potency, µM (doses to about 57.1 µM), without a hit: at the top dose activity change, negative = inhibition, most hits filed as inhibitors | 1.6% of 230,000 active; active means well fitted inhibition curve with a large enough effect, not every such curve was filed as active; inconclusive means small, poorly fitted or top-dose-only effect, or another doubt; inactive means no such curve, though single readings can be large or run the other way;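 further: 0% = wells with enzyme and -100% = buffer wells without enzyme; nearly all actives have a fitted effect of over 50% in size; many of its hits are not listed in these tables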
Target sequence (B2RXH2 1-337 limits assumed): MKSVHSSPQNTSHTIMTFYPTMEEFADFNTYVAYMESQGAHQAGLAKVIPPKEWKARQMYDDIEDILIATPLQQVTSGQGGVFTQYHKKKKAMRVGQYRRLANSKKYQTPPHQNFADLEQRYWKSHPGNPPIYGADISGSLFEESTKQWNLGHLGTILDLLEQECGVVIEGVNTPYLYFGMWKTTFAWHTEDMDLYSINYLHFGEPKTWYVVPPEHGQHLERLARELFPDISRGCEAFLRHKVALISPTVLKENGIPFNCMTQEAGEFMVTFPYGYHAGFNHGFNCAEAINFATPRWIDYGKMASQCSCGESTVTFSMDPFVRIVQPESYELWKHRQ
Tau FP inhib: qHTS for Inhibitors of Tau Fibril Formation, Fluorescence Polarization. 0.39% of 280,000 active. K18 P301L tau heparin fibrillization, Alexa594 FP, 6 h. Potency, µM (titrated, usually from 57.7 µM), inactives show top-dose activity, negative = inhibition, hits mostly inhibitors. AID 1468, 2008. Microtubule-associated protein tau (Homo sapiens), P10636; further: on the % scale 0 is the no-effect control and ±100 the full control effect; nearly all actives have a fitted effect of over 55% in size
Target sequence (P10636 561-689 P618L limits assumed): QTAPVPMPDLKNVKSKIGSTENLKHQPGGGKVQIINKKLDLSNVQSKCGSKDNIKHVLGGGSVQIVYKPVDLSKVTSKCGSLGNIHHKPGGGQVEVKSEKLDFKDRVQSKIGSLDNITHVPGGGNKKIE
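Compound effects on tau fibrillization are measured by Alexa 594 fluorescence polarization (ex 555, em 632 nm). K18 P301L tau is used at 15 uM with 0.24 uM labeled tracer, and 20 uM heparin induces aggregation over 6 hr at 37 C.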
Tau fibril ThT: qHTS for Inhibitors of Tau Fibril Formation, Thioflavin T Binding. recombinant tau K18 P301L, heparin-induced fibrillization, ThT fluorescence. Potency, µM (highest dose often 57.4 µM), without a hit: top-dose activity, negative = inhibition, most hits filed as inhibitors. 2.1% of 270,000 active; further: on the % scale 0 is the no-effect control and ±100 the full control effect; nearly all actives have a fitted effect of over 55% in size
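Aggregation was driven by heparin (20 uM final) acting on recombinant tau […] bearing P301L in 100 mM sodium acetate pH 7; fibrils were detected with Thioflavin T.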
Tau fluor counter: Counterscreen qHTS for Inhibitors of Tau Fibril Formation, Fluorescence Polarization. tau K18 P301L (four-repeat tau fragment) Alexa594 fluorescence, heparin fibrillization. Potency, µM (titrated, usually from 57.7 µM), inactives show at the top dose activity change, negative = decrease. 0.93% of 280,000 active. AID 1463, 2008; further: on the % scale 0 is the no-effect control and ±100 the full control effect; nearly all actives have a fitted effect of over 55% in size
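Human K18 P301L tau (15 uM unlabeled plus 0.24 uM Alexa 594-labeled, final) in 100 mM sodium acetate pH 7 was mixed with compound and 20 uM heparin and incubated 6 hr at 37 C.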
SMN2 splice enh: qHTS Assay for Enhancers of SMN2 Splice Variant Expression. HEK293 SMN2-luciferase splicing reporter, luminescence, 30-36 h. Potency, µM (series often up to 46.1 µM), for inactives: at the highest dose activity change, positive = activation, hits mostly activators. 2.8% of 210,000 active. AID 1458, 2008; further: % of control where 0% means no effect; nearly all actives have a fitted effect of over 55% in size
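HEK293 cells carry an SMN2 […]–luciferase reporter in which exon 7 inclusion puts luciferase in frame. Cells were plated 10-12 h before compound addition, then incubated 30-36 h at 37C. ONE-Glo luminescence was read; sodium butyrate at 4.5 mM final served as control.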
HTT ATP protect: qHTS Multiplex Assay to Identify Dual Action Probes in a Cell Model of Huntington: Cytoprotection (ATP). PC12 HTT-Q103 induced, cytoprotection, ATP luminescence, 40 h. Potency, µM (top dose mostly 56.4 µM), for inactives: cytoprotection (ATP increase), most hits filed as activators. 0.14% of 230,000 active. AID 1471, 2008;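 further: % of control where 0% means no effect; nearly all actives have a fitted effect of over 45% in size; toxic huntingtin expression switched on by the ecdysone agonist tebufenozide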
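Compounds added alongside 100 nM tebufenozide, which induces toxic Q103 huntingtin exon 1-GFP in stable PC12 cells; surviving cells quantified by luminescent ATP measurement. Medium: phenol red-free DMEM, 5% equine and 5% calf serum.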
ALDH1A1 inh: qHTS Assay for Inhibitors of Aldehyde Dehydrogenase 1 (ALDH1A1); Aldehyde dehydrogenase 1A1 (Homo sapiens), P00352; Purified ALDH1A1, NADH fluorescence, propionaldehyde substrate; Potency, µM (doses to about 75.3 µM), for the others: at the highest dose activity, negative = inhibition, hits mostly inhibitors; 7.3% of 220,000 active; AID 1030, 2008; active means well fitted inhibition curve with a large enough effect, not every such curve was filed as active; inconclusive means small, poorly fitted or top-dose-only effect, or another doubt; inactive means no such curve, though single readings can be large or run the other way;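 further: plate controls were no enzyme wells and a reference inhibitor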
Target sequence (P00352 whole entry, looked up): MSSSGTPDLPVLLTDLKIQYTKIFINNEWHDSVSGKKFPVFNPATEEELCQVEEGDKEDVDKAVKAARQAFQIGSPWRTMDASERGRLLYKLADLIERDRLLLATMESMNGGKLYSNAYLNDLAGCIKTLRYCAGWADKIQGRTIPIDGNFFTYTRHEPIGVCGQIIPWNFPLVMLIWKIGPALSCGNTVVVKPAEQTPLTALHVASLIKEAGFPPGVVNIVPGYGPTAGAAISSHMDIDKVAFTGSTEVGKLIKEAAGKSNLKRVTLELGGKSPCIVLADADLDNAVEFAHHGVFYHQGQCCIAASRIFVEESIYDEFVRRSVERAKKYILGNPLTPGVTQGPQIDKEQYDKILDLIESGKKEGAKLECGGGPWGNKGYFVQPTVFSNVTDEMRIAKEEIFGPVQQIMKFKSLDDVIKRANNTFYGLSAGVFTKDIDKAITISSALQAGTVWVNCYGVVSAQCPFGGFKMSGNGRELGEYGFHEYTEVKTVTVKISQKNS
HttQ103 aggreg: qHTS Multiplex Assay to Identify Dual Action Probes in a Cell Model of Huntington: Aggregate Formation (GFP) | PC12 HttQ103-GFP aggregates, Acumen cytometry, 40 h | Potency, µM (doses to about 46.1 µM), inactives show at the top dose activity change, negative = inhibition, hits mostly inhibitors | 1.1% of 220,000 active | AID 1688, 2009; further: on the % scale 0 is the no-effect control and ±100 the full control effect; nearly all actives have a fitted effect of over 60% in size
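Quantitative HTS on tebufenozide-induced (100 nM) PC12 cells stably expressing polyQ103 Huntingtin exon 1–GFP. Reduction of bright GFP aggregates, detected by laser scanning cytometry after lysis, identified actives across the titration.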
Active calls of the source: *; i = inactive; ? = inconclusive; . = not tested or not shown; [ ] = dose if it differs, or a comment. Unless noted, the call rests on the fitted dose curve; in most records, active means well fitted curve in the direction sought with a large enough effect; inconclusive means small, poorly fitted or top-dose-only effect, or another doubt; inactive means no such curve, though single readings can be large; an effect the other way counts as inactive or inconclusive. Potency means the concentration at half of the fitted maximal effect. Not all compounds are listed. The share of hits here may be higher or lower than overall.

compound,SMN2 splice enh,Tau fluor counter,HTT ATP protect,ALDH1A1 inh,HttQ103 aggreg,Tau FP inhib,KDM4E inh,Tau fibril ThT
CC(=O)c1cccc(NC(=O)NC2CC3CCCC(C2)N3CC(C)C)c1 (stereo unspecified),19%,3%,14%[10 µM],-7%,7%,3%,-8%,3%
CCOC(=O)Cn1c(=O)oc2cc(S(=O)(=O)N(C)Cc3ccccc3)ccc21,.,0%,-7%[10 µM],.,-13%[9.22 µM],-9%,-1%,.
COc1ccc(NC2=NC3(CCCCC3)N=C(N)N2)cc1,-6%,4%,-1%,10%,12%,-7%,8%,10%
COc1ccc(-c2nnnn2C)cc1S(=O)(=O)NCCc1ccccc1,1%,3%,9%,-8%,2%,1%,-8%,2%
NC(=O)CN(c1ccc([N+](=O)[O-])cc1)S(=O)(=O)c1ccccc1,.,8%,2%[10 µM],-2%,-1%[9.22 µM],5%,8%,2%
CNC(=O)OCCSCCS(=O)(=O)c1ccc(Cl)cc1,.,-4%,-6%[10 µM],.,-5%[9.22 µM],-4%,3%,0%
CC(C)c1ccc(Nc2nnc(SCC(=O)Nc3ncc(S(=O)(=O)c4ccc([N+](=O)[O-])cc4)s3)s2)cc1,22µM*,?,.,?,0%,8%,15%,-4%
C=CCSc1nc(N)c(C(=O)Nc2ccccc2OC)cc1C(=O)Nc1ccccc1,-10%,-24%,-28%,i,7%,?,22%,-1%
C=CCn1c(C2CC(=O)N(c3ccc(C)cc3)C2)nc2ccccc21 (stereo unspecified),-9%,-9%,-22%,-2%,-5%,-3%,5%,-5%
Cc1cc2ncn(C(=O)c3c(-c4c(Cl)cccc4Cl)noc3C)c2cc1C,6%,-6%,-2%,?,15%,2%,-2%,-2%
COC(=O)c1ccccc1NC(=O)CN1CCC(n2nnc3cc(C(F)(F)F)ccc32)CC1,-11%,-8%,-12%,6%,-8%,2%,2%,-8%
CCCN(CCC)CCNC(=O)C1CCCN(S(=O)(=O)c2ccc3c(c2)oc(=O)n3C)C1 (stereo unspecified),-8%,0%,-2%,3%,16%,-10%,5%,-3%
Cc1nn(CCCC(=O)Nc2sc3c(c2C#N)CCC3)c(C)c1[N+](=O)[O-],12%,-20%,-18%,2.5µM*,2%,-1%,5%,-14%
Cc1[nH]c(=O)[nH]c(=O)c1S(=O)(=O)Nc1ccc(Oc2ccccc2)cc1,-15%,-6%,-12%,-6%,?,-3%,4%,1%
O=C(NC1CC1)c1c[nH]c2ccc(S(=O)(=O)Nc3cccc(C(F)(F)F)c3)cc2c1=O,-10%,?,-4%,6%,-5%,?,2%,1%
COc1ccccc1-c1nc2ccccc2c(=O)n1NC(=O)c1cccs1,-8%,5%,20%[10 µM],-12%,8%,2%,8%,7%
O=C(CNC(=O)c1ccco1)N=Nc1c(O)n(CCc2ccccc2)c2ccccc12,.,-17%,-80%[inhibitor][10 µM],.,-30%[9.22 µM],-6%,6%,?
Cc1cccc(-n2nnc(C(=O)NCc3ccco3)c2N)c1,-4%,0%,9%,-3%,-9%,0%,9%,-4%
O=C(CCn1c(=O)oc2ccccc21)NC1=NCCS1,13%,-8%,-10%[10 µM],0%,-18%,?,7%,-10%
CCc1cc2c(=O)nc3n(c2s1)Cc1ccccc1/C3=C(/O)c1ccc(F)cc1,-10%,-7%,9%,4%,10%[9.22 µM],3%,-7%,-22%
O=S(=O)(/N=C(/Nc1ccccc1)c1ccccc1)c1cccs1,.,-5%,14%[10 µM],?,16%,-5%,3%,-3%
CCN(CCCNC(=O)C1CCN(S(=O)(=O)c2cnc[nH]2)CC1)c1ccccc1,-7%,-4%,4%,14%,-17%,7%,2%,-13%
CCOC(=O)c1c(NC(=O)c2ccc(N3C(=O)C4C5C=CC(C5)C4C3=O)cc2)sc2c1CCCC2 (stereo unspecified),-17%,-15%,-10%,?,-19%,0%,?,-12%
OC(COc1ccc2ccccc2c1Cl)CN1CCOCC1 (stereo unspecified),?,-4%,-11%[10 µM],2%,2%,0%,-4%,-7%
COc1ccc(Cc2nc(-c3ccccn3)no2)cc1,?,-2%,-11%,10%,-11%,1%,2%,-5%
CC1CC(C)CN(C(=O)CSc2nc3ccsc3c(=O)n2Cc2ccccn2)C1 (stereo unspecified),7%,-14%,5%,?,13%,-7%,0%,-15%
CCN(CC)S(=O)(=O)c1cc(C(=O)OCC(=O)Nc2c(F)cccc2F)ccc1F,11%,-4%,.,-9%,-3%,3%,5%,6%
CC(C(=O)Nc1ccccc1Sc1ccccc1)N(c1ccccc1)S(C)(=O)=O (stereo unspecified),-18%,-16%,-17%,-8%,-2%,3%,0%,-7%
CCn1c(SCC(=O)Nc2cc(C)on2)nnc1-c1ccccc1,0%,6%,16%[10 µM],-1%,-9%,6%,-5%,8%
C=CCn1c(SCC(=O)c2ccc(F)cc2)nnc1-c1ccc2c(c1)OCO2,-18%,-14%,0%,-5%,-5%,-8%,-4%,-19%
Cc1nn(C)c(C(=O)NNC(=S)NCC(C)C)c1Cl,-25%,0%,.,4%,15%,-2%,2%,-2%
Cc1sc2nc(C3CC3)nc(SCC(=O)NCc3ccco3)c2c1C,4%,2%,-18%[10 µM],?,7%,-2%,-18%,-14%
NS(=O)(=O)c1ccc(NC(=O)C2CCCO2)cc1 (stereo unspecified),30%,-3%,-9%,-8%,-14%,1%,2%,-6%
O=C(CNC(=O)C1CCCCC1)Nc1ccccc1,17%,-7%,8%[10 µM],1%,17%,-2%,0%,-6%
COc1ccccc1Nc1nc(-c2ccccc2Cl)c2cc(Br)ccc2n1,2%,-18%,.,.,.,-5%,.,-6%
c1ccc(C2=NNC(c3ccco3)=Nc3ccccc32)cc1,2%,7%,.,-4%,.,0%,8%,1%
O=C1C[C@@H](O)[C@@H](O)[C@@H]2[C@H]3C(=O)N(c4ccc(F)cc4F)C(=O)[C@@H]3CC[C@H]12,.,-3%[11.6 µM],-1%[10 µM],-3%[13.5 µM],.,-10%[11.6 µM],.,0%[11.5 µM]
COc1ccc(C2=NC(c3ccncc3)=Nc3ccc(OC)cc3N2)cc1,9%,?,.,.,.,10%,.,?
CC(NC(=O)c1ccnc(C(C)(C)C)c1)c1ccccc1 (stereo unspecified),-17%,0%,6%,13%,19%,0%,13%,2%
O=C(CCCn1c(=O)[nH]c2ccsc2c1=O)N1CCN(c2cccc(C(F)(F)F)c2)CC1,0%,-23%,.,.,.,-2%,.,-18%

Structures above with a nitro group on carbon, in the order listed:
compound,SMN2 splice enh,Tau fluor counter,HTT ATP protect,ALDH1A1 inh,HttQ103 aggreg,Tau FP inhib,KDM4E inh,Tau fibril ThT
NC(=O)CN(c1ccc([N+](=O)[O-])cc1)S(=O)(=O)c1ccccc1,.,8%,2%[10 µM],-2%,-1%[9.22 µM],5%,8%,2%
CC(C)c1ccc(Nc2nnc(SCC(=O)Nc3ncc(S(=O)(=O)c4ccc([N+](=O)[O-])cc4)s3)s2)cc1,22µM*,?,.,?,0%,8%,15%,-4%
Cc1nn(CCCC(=O)Nc2sc3c(c2C#N)CCC3)c(C)c1[N+](=O)[O-],12%,-20%,-18%,2.5µM*,2%,-1%,5%,-14%

Next section:
compound,SMN2 splice enh,Tau fluor counter,HTT ATP protect,ALDH1A1 inh,HttQ103 aggreg,Tau FP inhib,KDM4E inh,Tau fibril ThT
O=C(NCc1ccccn1)C1CC(c2ccc(F)cc2)=NO1 (stereo unspecified),0%,1%,-13%,5%,-3%,2%,-1%,-4%
COc1cccc(OCc2nc3ccccc3n2Cc2ccccc2)c1,-19%,-18%,.,.,.,5%,.,?
CNC(=S)N/N=C/C1=CCC2CC1C2(C)C (stereo unspecified),9%,-15%,10%[10 µM],4%,27%,-2%,-2%,-21%
CC(=O)Nc1ccc(SC[C@H](CC(C)C)N2CCN(CCc3ccccc3)CCC2=O)cc1,.,-10%,-27%[10 µM],.,-22%[9.22 µM],6%,-4%,-7%
O=C1CCCN1CCCNC(=S)Nc1ccc(Cl)cc1Cl,0%,-3%,-4%,10%,-4%,8%,-3%,-5%
O=C(Nc1cnc2ccccn2c1=O)c1ccc(Cl)cc1,35µM*,0%,1%,3%,-1%,8%,5%,?
O=C(c1cc(-c2ccc(F)cc2)on1)N1CCCC1,.,-22%,-33%,-5%,?,-2%,-7%,?
COc1ccc(N2CCN(Cc3cc(=O)oc4ccc5ccccc5c34)CC2)cc1,-29%,?,-7%,?,6%,?,-11%,?
Cc1ccc(SCCNS(C)(=O)=O)cc1,13%,-7%,4%,?,-23%,?,11%,-3%
COc1ccc(CCN2C(=O)CC(Sc3ncccc3C(=O)O)C2=O)cc1OC (stereo unspecified),-2%,5%,3%[0.074 µM],3.5µM*,1%,0%,3%,-8%
COc1ccc(Cl)cc1NC(=S)NCCO,.,5%,9%[10 µM],13%,-4%[9.22 µM],1%,6%,0%
COC(=O)c1ccc2c(=O)n(-c3ccc(OC)cc3)c(=S)[nH]c2c1,-16%,2%,-12%,?,0%,6%,4%,1%
